NS5 inhibitors: flavivirus cap methylation enzyme inhibition – biochemical, confirmation dose response, primary screen (AID 588689). 0.3% of 340,000 active. Dengue-2 NS5 methyltransferase capping enzyme assay, biochemical; higher % means a stronger effect. one-dose inhibition, % at 25 µM; IC50 in µM for titrated hits; in the data active = a potency from the dose series; inconclusive = inhibition above about 29% without an active follow-up result
AID2073: inhibitors of Mint1-CaV2.2 protein interaction, biochemical, HTRF (AID 2073). HTRF protein-protein interaction, Mint1-CaV2.2; higher % means a stronger effect. inhibition, % at 20 µM; hits with a dose series show IC50 in µM. 0.19% of 290,000 active; in the data active = inhibition mostly above about 51%, no sharp cut-off; inconclusive = no clear call, values can overlap the other calls; inactive = mostly below about 53%; note: some results filed as inactive read as strong as hits
West Nile virus CPE: West Nile virus antiviral activity, cell-based, CPE readout (AID 1621); West Nile virus-infected cells, CPE inhibition; higher % means a stronger effect; CPE inhibition, % at 10 µM, or IC50 in µM where a hit was titrated; 0.02% of 290,000 active; in the data active = a potency from the dose series; inconclusive = CPE inhibition mostly from about 3.7% at the one dose, without a potency; inactive = the rest, 99 in 100 with CPE inhibition below about 2.2%; note: strong numbers were not always called active
SV40 large T antigen: TAg ATPase/helicase activity blockers – biochemical (AID 1903); one-dose inhibition, % at 20 µM; IC50 in µM for titrated hits; SV40 large T antigen ATPase/helicase inhibition assay; higher % means a stronger effect; 0.39% of 310,000 active; in the data active = a potency from the dose series; inconclusive = inhibition mostly from about 32% at the one dose, without a potency; inactive = the rest, 99 in 100 with inhibition below about 32%; note: strong numbers were not always called active
SIAH1 antagonists: blockers of Siah-1 interaction with plectin peptide – biochemical, fluorescence polarization, rhodamine-plectin, uHTS, primary screen (AID 1817); displacement, % at 20 µM; hits with a dose series show IC50 in µM; Siah-1 / rhodamine-plectin peptide fluorescence polarization; higher % means a stronger effect; 0.02% of 290,000 active;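 active = displacement of at least 50% at 20 µM, with a fluorescence ratio check between 0.3 and a set limit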;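 note: plate controls were Siah plus tracer with DMSO for no effect and tracer alone without Siah for full effect; strong numbers were not always called active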
UTI89 phage lysis: protection from phage-mediated lysis, alamar blue read-out – E. coli UTI89, K1F phage, bacterial capsule biogenesis inhibitors (AID 488966) | E. coli UTI89 K1F phage lysis, alamar blue, 2 h; higher % means a stronger effect | one-dose inhibition, % at 100 µM; IC50 in µM for titrated hits | 0.02% of 340,000 active;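 active = phage lysis inhibition, versus mean bacterial control, above a set limit; inconclusive = no clear call, values can overlap the other calls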;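 note: capsule biogenesis inhibitors block K1F phage lysis so surviving cells raise fluorescence; higher fluorescence means more inhibition of phage lysis; actives were called in the ten point dose series up to 300 µM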
RSV CPE inhibition: RSV antiviral activity via CPE protection, HEp-2 cells, primary 10 µM value included (AID 2391). CPE inhibition, % at 10 µM, or IC50 in µM where a hit was titrated. 0.13% of 310,000 active. HEp-2 cells, RSV-induced CPE inhibition; higher % means a stronger effect; in the data active = a potency from the dose series; inconclusive = CPE inhibition mostly from about 23% at the one dose, without a potency; inactive = the rest, 99 in 100 with CPE inhibition below about 21%; note: strong numbers were not always called active
NTR1 ag: agonists of NTR1, primary screen, imaging, U2OS cells, beta-arrestin-GFP, high content (AID 493036) | P30989 | NTR1-U2OS beta-arrestin-GFP spot imaging, agonist mode | activation, % at 20 µM | 0.17% of 330,000 active;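 active = activation at or above 40% of the spot to cytoplasm intensity ratio, with at least 20 cells analyzed; inconclusive = wells under 20 cells, flagged as cytotoxic or low count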;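 note: 0% = DMSO without peptide and 100% = 100 nM NTR1 peptide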
Target sequence (P30989 whole entry, looked up): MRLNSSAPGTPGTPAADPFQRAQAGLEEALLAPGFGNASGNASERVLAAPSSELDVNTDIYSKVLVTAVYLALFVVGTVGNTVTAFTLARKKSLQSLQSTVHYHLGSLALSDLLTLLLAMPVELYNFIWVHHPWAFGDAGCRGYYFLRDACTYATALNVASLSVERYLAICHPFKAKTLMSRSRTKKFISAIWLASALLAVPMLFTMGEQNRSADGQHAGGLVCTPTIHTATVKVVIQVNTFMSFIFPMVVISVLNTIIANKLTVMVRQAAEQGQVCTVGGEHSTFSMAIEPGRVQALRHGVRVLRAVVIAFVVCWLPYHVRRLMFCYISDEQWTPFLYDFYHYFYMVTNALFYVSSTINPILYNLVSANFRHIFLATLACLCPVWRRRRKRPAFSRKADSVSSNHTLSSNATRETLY
Rac1 GTP hydrolysis: MgcRacGAP GTPase-activating activity inhibitors, confirmation, biochemical, ADP Hunter fluorescence; MgcRacGAP-stimulated Rac1 GTP hydrolysis, ADP Hunter fluorescence; higher % means a stronger effect; GST-tagged Rac1 F28L mutant substrate; inhibition, % at 30 µM, or IC50 in µM where a hit was titrated; 0.6% of 340,000 active; AID 624330;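 active = first-screen hits whose inhibition reached a set limit at any dose in the follow-up dose series; inconclusive = inhibition above the set first-screen limit but never retested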;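 note: fluorescence reports GDP produced by GAP-driven GTP hydrolysis; strong numbers were not always called active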
NTR1 ag cell count 20 µM: also measured in NTR1 ag; calls as there; cell count; measured here: cell count, cytotoxicity flag
Starred values were filed as active, the others as inactive; ? = inconclusive; . = not tested or not shown; [ ] = dose if it differs, or a comment.

Values run as follows: SV40 large T antigen | Rac1 GTP hydrolysis | AID2073 | NTR1 ag | West Nile virus CPE | NS5 inhibitors | RSV CPE inhibition | NTR1 ag cell count 20 µM | SIAH1 antagonists | UTI89 phage lysis
CC(=O)N(C)c1ccc(NC(=O)COc2ccc(Br)cc2C)cc1
  4% | 13% | -1% | -0.5 | -0.1% | 2% | 11% | 49 | 4% | 7.8%
O=C(c1cc2ccccc2o1)N1CCN(c2ccccn2)CC1
  6% | 4% | 11% | -0.9 | -0.8% | -4% | 2.7% | 73 | -2% | 0.1%
COc1ccc(-c2noc(N3CCC(C(=O)N(C)c4ccccc4)CC3)n2)cc1
  20% | 4% | -3% | 0.9 | -0.9% | -2% | 5.4% | 84 | -3% | 1.4%
CC12CCC(C(=O)NNc3ccc([N+](=O)[O-])cc3)(OC1=O)C2(C)C (stereo not drawn)
  21% | 7% | -12% | -0.6 | -0.1% | 5% | . | 42 | 1% | 0.8%
CC(C)(C)[C@@H]1CCC(=O)N(CC[C@H](Sc2ccccc2)c2ccccc2)CC1
  -7% | 7% | -4% | 7.9 | -1.6% | -2% | -2.6% | 54 | 2% | -0.4%
COc1cc(C(CC(=O)O)n2cnnn2)ccc1OC(C)C (stereo not drawn)
  25% | . | 14% | -0.8 | 0.5% | . | -0.9% | 34 | -7% | .
O=C(CSCCO)Nc1ccc(C23CC4CC(CC(C4)C2)C3)cc1
  14% | -1% | 1% | 17 | -0.5% | 0% | 20% | 78 | 2% | 0.0%
CC(=O)c1sc(NC(=O)CN2C(=O)NC3(CCCC3)C2=O)nc1-c1ccccc1
  4% | 7% | . | -0.5 | . | -4% | 3.0% | 67 | . | -0.5%
COc1ccc(Cn2c(C)nc3oc4cc(OC)ccc4c(=O)c3c2=O)cc1
  8% | 6% | 8% | . | -0.8% | -9% | . | . | 1% | 0.1%
CN(Cc1ccccc1)C(=O)c1nc[nH]c1C(=O)N1CCN(c2ccccc2)CC1
  . | 5% | . | 1.4 | . | 0% | 1.1% | 64 | . | 2.0%
C=CCNC(=O)C(C)N1c2cccc3cccc(c23)S1(=O)=O (stereo not drawn)
  6% | 14% | 36% | 2.5 | -0.7% | -4% | 1.9% | 58 | 2% | -0.7%
CCOc1cccc(=O)c2c(C)n(Cc3ccccc3)c(C)c12
  20% | 4% | 18% | 6.4 | 0.4% | -4% | ? | 73 | 2% | 0.5%
CCOC(=O)c1c(NC(C)=O)sc2c1CCN(Cc1ccccc1)C2
  10% | -1% | -3% | 3.3 | -0.9% | 2% | -0.9% | 65 | 5% | 7.7%
c1csc(-c2nc(-c3ccncc3)no2)c1
  21% | 14% | -3% | 1.0 | 0.2% | 1% | 6.0% | 55 | 4% | 9.1%
S=c1[nH]nc(-c2ccccc2)c2ccccc12
  -3% | 4% | -15% | 1.3 | -0.2% | 0% | 3.5% | 35 | 8% | -0.5%
CCc1nnc(SCC(=O)Nc2ccc3c(c2)OCO3)o1
  12% | 10% | 1% | 1.4 | 0.3% | -10% | -0.1% | 37 | 3% | 0.4%
Cc1ccc(C(C(=O)Nc2ccc3c(c2)OCO3)N(C)C(=O)/C=C\c2ccc3c(c2)OCO3)cc1 (stereo not drawn)
  12% | 6% | 8% | 0.6 | -0.8% | -1% | 1.0% | 64 | 3% | 0.0%
CC(C)(O)C#Cc1ccc(CN2CCN(Cc3ccccc3)C(CCO)C2)s1 (stereo not drawn)
  -3% | -5% | -11% | 0.9 | -0.9% | 4% | -1.7% | 53 | -3% | -0.3%
O=C(N/N=C/c1ccc(-c2cccc([N+](=O)[O-])c2)o1)c1ccc([N+](=O)[O-])cc1
  1% | 6% | 22% | 5.6 | 0.2% | 1% | ? | 47 | 5% | 0.0%
CCn1c(Nc2ccccc2Cl)nc2ccccc21
  7% | . | -5% | 0.1 | -0.8% | . | 8.1% | 43 | 1% | .
Cc1ccc(NC(=O)Nc2c(C)n(C)n(-c3ccccc3)c2=O)cc1
  5% | 6% | 9% | 0.2 | 0.9% | -7% | 2.4% | 86 | 4% | 0.3%[50 µM]
O=C(O)c1cc(-c2ccccc2Cl)n(-c2ccccc2)n1
  10% | 6% | 3% | -1.6 | -0.3% | -2% | 2.1% | 78 | 3% | 0.1%
O=C(COC(=O)c1ccc(Br)o1)NCC1CCCO1 (stereo not drawn)
  3% | -7% | -2% | -0.6 | -0.1% | -2% | . | 63 | 5% | -0.2%
O=C(c1ccc(Cl)cc1)C1CCN(C(=O)c2ccccc2)CC1
  7% | 9% | -6% | 2.7 | -1.7% | -7% | 15% | 64 | -4% | -0.1%
COCCN1C(=O)N[C@@H](c2ccccc2)[C@@H](C(=O)OC)[C@H]1C
  12% | 12% | . | 0.2 | -0.3% | -12% | 0.9% | 57 | . | 0.6%
CCCCN(C)C(=O)C1CCCN(S(=O)(=O)c2ccc3c(c2)CC(C)N3C(=O)C2CC2)C1 (stereo not drawn)
  . | 11% | 8% | -0.5 | -0.1% | 4% | 1.6% | 52 | 6% | -0.2%
Cc1cccc(OCc2nnc(SCC(=O)OC3CCCCC3)o2)c1
  3% | 2% | -7% | -1.9 | 0.6% | 3% | 0.8% | 82 | 7% | -0.1%
O=C(NC1CC1)c1ccc(S(=O)(=O)NC2CCCCCC2)cc1
  27% | 0% | -2% | -0.6 | -1.5% | 4% | 1.0% | 88 | 2% | -0.2%
O=C(c1ccc2c(c1)OCO2)N1CCC(Cc2ccccc2)CC1
  -4% | 9% | -14% | 0.3 | -1.6% | -5% | 3.8% | 49 | -1% | 0.6%
Cc1nc(N2CCC(C(N)=O)CC2)c2nnn(Cc3ccccc3)c2n1
  5% | 5% | 5% | -1.3 | -1.3% | -10% | -0.4% | 58 | 2% | 0.5%
O=C(NC(Cc1ccccc1)C(=O)O)c1ccc(S(=O)(=O)N2CCCCC2)cc1 (stereo not drawn)
  8% | 0% | 8% | -0.7 | 0.7% | -1% | 2.6% | 61 | 4% | -1.7%
Cc1onc(-c2c(Cl)cccc2Cl)c1C(=O)N1C=CC(C(F)(F)F)=NCC1
  -4% | -3% | -1% | 7.2 | -0.2% | -4% | 4.4% | 94 | -2% | -0.5%
CCCOC(=O)c1ccc(Oc2c(-c3ccc(O)cc3O)n[nH]c2C)cc1
  3% | 19% | 21% | 40 | 0.1% | 4% | -4.2% | 35 | 3% | -1.9%
C[C@@H]1CN([C@H](C)CO)C(=O)c2cccc(NC(=O)Nc3ccc(F)cc3)c2O[C@H]1CN(C)C(=O)Nc1ccc(C(F)(F)F)cc1
  . | 10% | . | 6.1 | . | -8% | . | 49 | . | 2.1%
O=C1NN(c2ccccc2)C(=O)/C1=C\c1ccccc1OCC(=O)N1CCOCC1
  16% | 23% | 6% | -0.8 | 0.2% | >100µM* | -1.4% | 76 | 1% | 5.9%
Oc1ccc(N2CCN(C(c3ccccn3)c3nnnn3C3CCCC3)CC2)cc1 (stereo not drawn)
  6.3µM* | ? | -50% | -0.5 | -1.0% | 5% | 0.6% | 52 | 7% | 3.8%
Cc1ccccc1NC(=O)NNC(=O)c1ccc2ccccc2c1
  14% | 11% | -2% | 0.2 | -0.5% | -3% | 0.5% | 61 | 0% | 1.9%[50 µM]
COc1ccc(N(C)S(=O)(=O)c2cccc(C(=O)N3CCN(Cc4ccc5c(c4)OCO5)CC3)c2)cc1
  . | 8% | . | 3.5 | . | 0% | . | 78 | . | 0.0%[50 µM]
O=[N+]([O-])c1ccc(CN2CCOCCOCCOCC2)cc1
  -41% | 6% | 25% | -0.5 | -0.3% | 0% | 1.5% | 60 | -3% | 0.8%
COc1ccc(COCC(O)CN2CCC(C(N)=O)CC2)cc1 (stereo not drawn)
  -4% | 4% | 6% | 0.7 | 0.0% | -2% | 2.2% | 51 | 12% | 1.1%
CCN1CCN(Cc2ccc(NC(=O)c3ccc(C)c(NC(=O)c4ccnnc4)c3)cc2C(F)(F)F)CC1
  -5% | 6% | 3% | 1.0 | 0.1% | -12% | -1.6% | 76 | -9% | -0.3%
Cc1ccc2nc(NC(=O)CSCc3ccccc3)sc2c1
  3% | -2% | 23% | 1.5 | -0.6% | 2% | 0.9% | 51 | -3% | -2.8%
COc1cc(OC)cc(C(=O)NNC(=O)Cc2cccs2)c1
  . | 4% | . | -1.0 | . | -6% | . | 46 | . | 1.9%[50 µM]
COC(=O)[C@H](Cc1ccc(O)cc1)NC(=O)Cn1ccc(NC(=O)OCc2ccccc2)nc1=O
  . | 7% | . | 0.6 | . | -3% | . | 54 | . | -5.1%
CC(=O)c1ccc(Sc2ccccc2N)c([N+](=O)[O-])c1
  4% | . | 4% | -0.4 | 0.2% | . | . | 37 | 4% | .
OC(CN1CCc2ccccc2C1)c1ccccc1 (stereo not drawn)
  7% | -4% | ? | 0.4 | 0.6% | -5% | 0.5% | 32 | 5% | 0.1%
COc1cc(/C=C2\SC(=Nc3cccnc3)NC2=O)cc(OC)c1OC
  5% | . | -4% | -0.3 | 0.6% | . | -0.3% | 37 | -12% | .
Cn1cc(CN2CCC(n3nccc3NC(=O)Cc3ccccc3)CC2)cn1
  3% | 5% | 6% | -1.0 | -0.3% | -1% | 0.5% | 75 | 8% | -0.1%[50 µM]
c1cncc(-c2nn[nH]n2)c1
  6% | 8% | 7% | -0.9 | 1.0% | 2% | 0.8% | 76 | -3% | 0.6%
COc1cc(C2/C(=C(\O)c3ccc4c(c3)CC(C)O4)C(=O)C(=O)N2c2nnc(C)s2)cc(OC)c1OC (stereo not drawn)
  8% | 6% | 10% | 0.2 | -0.3% | -16% | 2.0% | 68 | 3% | -0.1%
CN1CCN(S(=O)(=O)c2cccc(S(=O)(=O)c3ccc(Cl)cc3)c2)CC1
  3% | 8% | -1% | 4.5 | -0.8% | -9% | -1.2% | 48 | -2% | 1.7%
CCCCCc1ccc(S(=O)(=O)Nc2cc(C)ccn2)cc1
  8% | 16% | 17% | 0.1 | -1.2% | 14% | . | 52 | 0% | 0.6%

Retrieved by structure from the entries so far (2):
Values run as follows: SV40 large T antigen | Rac1 GTP hydrolysis | AID2073 | NTR1 ag | West Nile virus CPE | NS5 inhibitors | RSV CPE inhibition | NTR1 ag cell count 20 µM | SIAH1 antagonists | UTI89 phage lysis
O=C1NN(c2ccccc2)C(=O)/C1=C\c1ccccc1OCC(=O)N1CCOCC1
  16% | 23% | 6% | -0.8 | 0.2% | >100µM* | -1.4% | 76 | 1% | 5.9%
Oc1ccc(N2CCN(C(c3ccccn3)c3nnnn3C3CCCC3)CC2)cc1 (stereo not drawn)
  6.3µM* | ? | -50% | -0.5 | -1.0% | 5% | 0.6% | 52 | 7% | 3.8%

Assay outcomes deposited in PubChem by several laboratories.
